# Screening results deposited in PubChem by several laboratories.
# LYP phosphatase = inhibitors of LYP phosphatase, biochemical, fluorescence intensity, uHTS (AID 1779); 290,000 tested, 0.054% active; recombinant LYP phosphatase, fluorescence intensity; higher % means a stronger effect; inhibition, % at 11.5 µM; hits with a dose series show IC50 in µM;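 further: plate controls were vehicle with enzyme for no effect and no enzyme for full effect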
# AID2073 = disruptors of CaV2.2 binding to Mint1 – biochemical, HTRF (AID 2073) | HTRF protein-protein interaction, Mint1-CaV2.2; higher % means a stronger effect | inhibition, % at 20 µM, or IC50 in µM where a hit was titrated | 290,000 tested, 0.19% active; in the data active means inhibition mostly above about 51%, no sharp cut-off; further: some results filed as inactive read as strong as hits
# XIAP antagonists = small molecules displacing peptide from XIAP – biochemical, IAP family, fluorescence polarization (AID 1018); XIAP BIR domain, fluorescence polarization peptide displacement; higher % means a stronger effect; one-dose displacement, % at 20 µM; IC50 in µM for titrated hits; 200,000 tested, 0.007% active; in the data active means displacement above about 50%; further: a part of the inactive calls stands beside numbers as strong as those of hits
# SIAH1 antagonists = blockers of Siah-1 interaction with plectin peptide – biochemical, fluorescence polarization, rhodamine-plectin, uHTS, primary screen (AID 1817); Siah-1 / rhodamine-plectin peptide fluorescence polarization; higher % means a stronger effect; one-dose displacement, % at 20 µM; IC50 in µM for titrated hits; 290,000 tested, 0.02% active;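 active means displacement of at least 50% at 20 µM, with a fluorescence ratio check between 0.3 and a set limit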;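 further: plate controls were Siah plus tracer with DMSO for no effect and tracer alone without Siah for full effect; strong numbers were not always called active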
# Dynein cargo inh = dynein cargo transport inhibition; 3617.4 mouse cells, GR-EGFP nuclear translocation imaging; test concentration mostly 20 µM; stimulated with dexamethasone, 1 µM; active compounds read low; z-score, hits read low; AID 1381; 220,000 tested, 0.47% active;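 active means plate z-score of nuclear minus cytoplasmic receptor signal below a set negative limit, without overly bright fluorescence or cell loss, cut at about -3.5 in these data, passing the limit was not always enough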;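 further: z-score of nuclear minus cytoplasmic ring GR-EGFP intensity difference per well; some compounds called inactive have numbers as strong as hits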
#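 Schedule: 48 h induction, then 1 h compound, then 30 min agonist, 37 °C. Buffer or medium: tetracycline-free induction medium containing charcoal-stripped FBS. Reagent: 1.0 µM final dexamethasone stimulus. Evaluation: nuclear versus cytoplasmic GR-EGFP signal, averaged per well. Signal: high-content fluorescence imaging after fixation.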
# human PMI inhibitors = human PMI inhibitors, high substrate, primary screen, biochemical, fluorescence intensity, high mannose 6-phosphate (AID 1220) | recombinant PMI enzyme, coupled fluorescence intensity; higher % means a stronger effect | one-dose inhibition, % at 20 µM; IC50 in µM for titrated hits | 190,000 tested, 0.66% active
# human PMI inhibition = MPI enzyme activity inhibition – biochemical, fluorescence intensity, coupled assay, primary screen (AID 1209) | inhibition, % at 20 µM, or IC50 in µM where a hit was titrated | purified PMI enzyme, coupled fluorescence intensity; higher % means a stronger effect | 190,000 tested, 0.42% active;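 further: plate controls were DMSO vehicle for no effect and wells lacking substrate for full effect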
# P. falciparum M17LAP = P. falciparum M17LAP inhibitors, primary screen, biochemical, fluorogenic H-Leu-NHMec substrate, 1536-well (AID 1619). 220,000 tested, 0.38% active. one-dose inhibition, % at 30 µM; IC50 in µM for titrated hits. recombinant M17LAP, H-Leu-NHMec fluorogenic kinetic assay; higher % means a stronger effect;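 active means compound inhibiting the enzyme by more than half at any dose during confirmatory dose-response retesting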;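 further: plate controls were full reaction with DMSO carrier for no effect and no enzyme background for full effect; strong numbers were not always called active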
# P. falciparum M1AAP = malaria alanyl aminopeptidase activity blockers – biochemical, fluorogenic H-Leu-NHMec substrate, 1536-well (AID 1445); recombinant M1AAP, H-Leu-NHMec fluorogenic kinetic assay; higher % means a stronger effect; inhibition, % at 30 µM, or IC50 in µM where a hit was titrated; 220,000 tested, 0.42% active;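 active means primary inhibition above the hit cutoff, then over 50% inhibition at one or more dose response concentrations, cut at about 23% in these data, passing the limit was not always enough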;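 further: plate controls were DMSO full reaction for no effect and no enzyme background for full effect; strong numbers were not always called active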
# Dynein cargo inh cytoplasmic EGFP = second read-out of Dynein cargo inh, no call of its own (marks repeat the call); z-score; measured here: cytoplasmic GR-EGFP intensity; active compounds read high
# Dynein cargo inh nuclear GR-EGFP = recorded beside Dynein cargo inh, whose call it bears; z-score; measured here: nuclear GR-EGFP intensity;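 lower value marks the stronger effect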
# Dynein cargo inh cell count = also measured in Dynein cargo inh; calls as there; z-score; measured here: cell count per field
# Starred values were filed as active, the others as inactive; x = not tested or not shown. Unless noted, no stated cut-off is given here; in the data, active means inhibition above about 50%; inactive means the rest.
no.	mol	LYP phosphatase	AID2073	XIAP antagonists	SIAH1 antagonists	Dynein cargo inh	Dynein cargo inh cytoplasmic EGFP	Dynein cargo inh nuclear GR-EGFP	Dynein cargo inh cell count	human PMI inhibitors	human PMI inhibition	P. falciparum M17LAP	P. falciparum M1AAP
1	COc1ccccc1Nc1ncnc2c1oc1ccccc12	-6%	16%	-5.4%	-1%	2.5	-0.12	1.1	-1	13%	5%	-2%	-2%
2	O=C(Nc1ccc(N2CCN(C(=O)c3ccco3)CC2)cc1)c1cccc(F)c1	-7%	3%	-4.0%	-5%	-0.45	-0.37	0.072	0.71	10%	14%	4%	8%
3	CCOC(=O)C(C)n1nc(C)c2sc3ccccc3c2c1=O (stereo unspecified)	-2%	2%	-2.6%	-1%	-0.003	0.36	0.25	-0.44	-16%	-21%	10%	-4%
4	COc1cc(C2c3cc4c(cc3C(OC3OC5COC(c6cccs6)OC5C(O)C3O)C3COC(=O)C23)OCO4)cc(OC)c1O (stereo unspecified)	-1%	11%	x	10%	-0.48	-0.23	0.18	-0.0057	x	x	17%	0%
5	COCCCNC(=O)Nc1ccc2c(c1)N(C)C(=O)CS2	-9%	-2%	-1.0%	-1%	-0.12	-0.3	-0.19	0.42	-8%	-6%	11%	5%
6	O=C(c1ccc(Cl)cc1)c1cc(-c2ccccn2)c(N2CCOCC2)s1	-3%	18%	-3.6%	1%	1.7	-0.2	-0.12	-1.8	3%	4%	-9%	9%
7	FC(F)(F)c1cc(-c2cccs2)nc2cc(-c3ccccc3)nn12	-7%	24%	-1.9%	-1%	-0.11	1.1	0.28	-1.5	-3%	6%	4%	4%
8	Cc1ccc(C(=O)N/C(=C\c2cccs2)C(=O)NCc2cccnc2)cc1	-5%	-2%	-6.7%	-8%	-0.38	-0.31	-0.45	0.97	26%	6%	18%	3%
9	CCCNC(=O)c1n[nH]c(=O)c2ccccc12	-11%	0%	-2.1%	-2%	-0.36	0.2	0.28	0.89	-9%	-2%	-12%	-3%
10	Cc1ccccc1-n1c(N)c(C(=O)Nc2ccc(F)cc2)sc1=S	-2%	13%	1.8%	0%	-0.64	-0.17	-0.46	0.36	-6%	-1%	14%	8%
11	COC(=O)c1[nH]c2ccc(Cl)cc2c1NC(=O)CN1CCc2cc(OC)c(OC)cc2C1	-3%	6%	-12%	1%	0.16	-0.19	0.23	-0.079	29%	28%	8%	21%
12	CCCCc1ccc(/C=C2\C(=O)c3ccccc3C(O)=C2C(=O)OCC)cc1	6%	18µM*	18%	4%	-4.2*	1.4*	-1.7*	0.83*	-22%	0%	-84%	5%
13	Cc1cccc(NC(=O)CSc2nnc(NC(=O)CN3CCOCC3)s2)c1	-10%	1%	-2.9%	5%	-0.16	-0.28	-0.15	0.81	-8%	-5%	14µM*	-1%
14	CCOC(=O)Cc1csc(NC(=O)CC(C)(C)CC(=O)O)n1	-7%	-4%	x	0%	0.76	-0.25	0.25	-0.015	x	x	3%	-4%
15	Cc1ccc(/C=C/C(=O)Nc2cccc(S(=O)(=O)N3CCOCC3)c2)o1	-2%	21%	-7.8%	-5%	0.36	-0.027	0.38	-0.79	-24%	5%	3%	2%
16	O=C(Nc1cccc(-c2nc3cccnc3s2)c1)c1ccco1	1%	2%	0.9%	-3%	-1.4	-0.25	-0.93	0.42	3%	6%	-9%	9%
17	COc1ccc(NCc2nc3ccccc3n2CCOc2ccccc2)cc1	9%	-3%	-2.8%	4%	-1.7	0.16	-0.28	0.74	15%	18%	1%	6%
18	Cc1cccc(C)c1OCC(=O)NCC1CCCO1 (stereo unspecified)	-9%	10%	-8.7%	-5%	0.51	-0.029	0.74	-0.69	0%	-8%	18%	9%
19	COc1cccc(OCC(=O)NNC(=O)c2cccs2)c1	-10%	13%	0.3%	0%	0.076	-0.23	0.66	0.55	9%	5%	6%	1%
20	COc1cccc(-c2cc(-c3cccnc3)c(C#N)c(N)n2)c1	-20%	13%	x	3%	0.45	-0.19	0.66	-0.34	x	x	-8%	0%
21	CCOC(=O)CSc1nnc(CNC(=O)c2ccc(S(=O)(=O)N3CCCC3)cc2)n1C	2%	-10%	-3.3%	-3%	-0.16	-0.11	0.55	-1.3	-38%	-17%	8%	-1%
22	CCn1nnnc1SCC(=O)Nc1nnc(C(C)C)s1	-6%	3%	-8.5%	-1%	-0.27	-0.046	0.09	-0.12	3%	8%	3%	2%
23	Cc1ccccc1NC(=S)N(Cc1ccccc1)Cc1cccs1	1%	4%	-4.5%	3%	0.21	-0.3	0.39	0.28	-8%	-10%	-5%	-2%
24	Cc1c(NC(=S)N/C(=N/S(=O)(=O)c2ccccc2)c2ccccc2)c(=O)n(-c2ccccc2)n1C	-10%	-17%	x	0%	-0.74	-0.25	0.21	0.45	x	x	-9%	1%
25	O=C(CSc1ccc(-c2cccs2)nn1)NCCc1ccccc1	0%	-10%	-2.5%	-6%	-0.29	-0.3	0.26	0.6	-1%	-5%	-3%	-1%
26	CCOc1ccccc1NC(=O)CSc1nc2nc(-c3cccs3)cc(C(F)(F)F)c2c(=O)[nH]1	6%	16%	x	14%	0.61	-0.17	0.87	-1.9	x	x	12%	3%
27	O=C(CCn1nc(-c2ccc(Cl)cc2)c2ccccc2c1=O)Nc1cccnc1	6%	5%	-1.3%	1%	2.4	0.088	2.7	-2.4	-6%	-9%	14%	-2%
28	CCC1Nc2ccccc2-c2nnc(SC)nc2O1 (stereo unspecified)	-10%	-7%	-6.4%	-7%	-0.38	-0.23	-0.25	0.13	-11%	1%	4%	10%
29	Cc1c(Br)c([N+](=O)[O-])nn1CC(=O)NCCc1ccc(Cl)cc1	8%	-1%	-4.9%	1%	0.15	-0.26	0.3	0.19	6%	3%	-1%	6%
30	O=C(NCC1CCCO1)Nc1ccccc1 (stereo unspecified)	-5%	-4%	0.6%	1%	-0.67	0.21	-0.066	0.13	0%	0%	6%	2%
31	CC(=O)N(C)c1nc(N)n(-c2ccccc2)n1	-7%	-3%	-10%	1%	-0.28	-0.28	-0.62	1.2	-8%	-8%	-13%	5%
32	CC(/C=N/NC(=O)c1ccc2nc(C)[nH]c2c1)=C\c1ccccc1	0%	8%	-21%	-10%	0.48	-0.23	0.27	0.33	22%	2%	-1%	8%
33	CC(=O)n1cc([C@H]2C=C(C(=O)NCc3ccccc3)O[C@@H](OCCCCO)C2)c2ccccc21	-3%	12%	-3.0%	-4%	-0.21	-0.17	0.26	-0.12	46%	10%	6%	0%
34	N#Cc1c(NC(=S)NC(=O)c2ccccc2)sc2c1CCCC2	-2%	-28%	-9.4%	1%	0.71	-0.19	0.47	-1.3	7%	30%	-14%	3%
35	Cc1ccc(C(=O)NCC#N)cc1	-1%	-2%	-8.1%	3%	0.16	-0.2	0.1	-0.82	-2%	-19%	12%	10%
36	CCC(C)c1ccccc1NC(=O)C1CCCO1 (stereo unspecified)	-10%	-1%	3.3%	1%	-0.48	-0.2	-0.0018	0.43	0%	-1%	-6%	-1%
37	COc1ccc(C(=O)Oc2ccc(C(=S)N3CCOCC3)cc2)cc1	0%	-24%	-2.2%	1%	2.5	0.22	2.5	-1.9	22%	51%*	x	x
38	COc1ccccc1-c1noc(-c2ccccc2C(=O)Nc2cccnc2)n1	-4%	1%	-2.4%	0%	-0.69	-0.13	-0.12	1	4%	10%	10%	2%
39	COc1cccc(/C=C/C(=O)OCC(=O)Nc2ccccc2Sc2ccccc2)c1	-1%	3%	-7.4%	9%	-0.25	0.03	-0.38	0.67	5%	7%	-20%	1%
40	O=C(O)c1ccc(OCC(O)Cn2cnc3ccccc32)cc1 (stereo unspecified)	-5%	26%	-4.3%	4%	0.22	-0.22	0.33	-0.04	-14%	-6%	9%	2%
41	CC(=O)Nc1c(-c2ccc(F)cc2)nc2ccccn12	-3%	0%	-1.6%	-5%	-0.044	0.026	0.037	-0.21	-2%	-1%	7%	9%
42	COc1ccc(C(=O)Nc2ccncc2)c(OC)c1	-3%	4%	-3.5%	4%	0.76	-0.31	0.96	-0.46	-3%	-2%	x	x
43	CC(=O)Nc1ccc(Nc2cc(N3CCOCC3)c3nonc3c2[N+](=O)[O-])cc1	-2%	3%	-6.7%	21%	1.1	-0.15	0.88	-1.6	9%	-3%	14%	9%
44	CSc1nnc2c(n1)OC(c1ccsc1)N(C(C)=O)c1ccccc1-2 (stereo unspecified)	0%	8%	-5.6%	-1%	-0.67	-0.23	-0.14	0.61	-16%	-3%	13%	5%
45	CC(C)OCCCNC(=O)C1CCN(S(=O)(=O)N2CCCC2)CC1	-4%	-3%	-1.8%	1%	0.58	-0.25	-0.065	0.49	-7%	-16%	12%	-5%

# Arranged by heavy-atom count (largest number first): some entries from above.
no.	mol	LYP phosphatase	AID2073	XIAP antagonists	SIAH1 antagonists	Dynein cargo inh	Dynein cargo inh cytoplasmic EGFP	Dynein cargo inh nuclear GR-EGFP	Dynein cargo inh cell count	human PMI inhibitors	human PMI inhibition	P. falciparum M17LAP	P. falciparum M1AAP
26	CCOc1ccccc1NC(=O)CSc1nc2nc(-c3cccs3)cc(C(F)(F)F)c2c(=O)[nH]1	6%	16%	x	14%	0.61	-0.17	0.87	-1.9	x	x	12%	3%
27	O=C(CCn1nc(-c2ccc(Cl)cc2)c2ccccc2c1=O)Nc1cccnc1	6%	5%	-1.3%	1%	2.4	0.088	2.7	-2.4	-6%	-9%	14%	-2%
29	Cc1c(Br)c([N+](=O)[O-])nn1CC(=O)NCCc1ccc(Cl)cc1	8%	-1%	-4.9%	1%	0.15	-0.26	0.3	0.19	6%	3%	-1%	6%
41	CC(=O)Nc1c(-c2ccc(F)cc2)nc2ccccn12	-3%	0%	-1.6%	-5%	-0.044	0.026	0.037	-0.21	-2%	-1%	7%	9%
36	CCC(C)c1ccccc1NC(=O)C1CCCO1 (stereo unspecified)	-10%	-1%	3.3%	1%	-0.48	-0.2	-0.0018	0.43	0%	-1%	-6%	-1%
31	CC(=O)N(C)c1nc(N)n(-c2ccccc2)n1	-7%	-3%	-10%	1%	-0.28	-0.28	-0.62	1.2	-8%	-8%	-13%	5%
30	O=C(NCC1CCCO1)Nc1ccccc1 (stereo unspecified)	-5%	-4%	0.6%	1%	-0.67	0.21	-0.066	0.13	0%	0%	6%	2%
